PfGluPho inh – PfG6PD (Plasmodium falciparum) enzyme inhibition; 350,000 compounds, 0.78% hits; PfGluPho enzyme, NADPH resazurin-diaphorase fluorescence; inhibition, % at 20 µM; AID 504690;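 active means inhibition reaching at least a set limit at 20 µM in the primary screen, cut at about 59% in these data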;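 further: 0% = DMSO wells with substrate and 100% = DMSO wells lacking glucose-6-phosphate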
hIAP act – human IAP activation; 330,000 compounds, 0.16% hits; AID 2524; activation factor at 10 µM; purified human IAP, CDP-Star luminescence, 30 min; stronger effect = higher value; 1 = vehicle-only enzyme, 0 = enzyme-free background;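 active means activation factor of the enzyme at least 2-fold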; further: the source names both 10 and 20 µM as test concentration; values of inactives mirror those of a sister screen read the other way
SENP1 inh – SENP1 (human) catalytic domain inhibition. Q9P0U3. recombinant SENP1 catalytic domain, CyPet-SUMO1-YPet FRET cleavage. inhibition, % at 10 µM. 360,000 compounds, 0.21% hits;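 active means inhibition at least 30% at 10 µM, raw YFP signal under a set limit, fluorescence ratio 0.5 to 1.5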;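 further: 0% = enzyme with DMSO and 100% = no enzyme wells; some results filed as inactive read as strong as hits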
Target sequence (Q9P0U3 419-644 limits assumed): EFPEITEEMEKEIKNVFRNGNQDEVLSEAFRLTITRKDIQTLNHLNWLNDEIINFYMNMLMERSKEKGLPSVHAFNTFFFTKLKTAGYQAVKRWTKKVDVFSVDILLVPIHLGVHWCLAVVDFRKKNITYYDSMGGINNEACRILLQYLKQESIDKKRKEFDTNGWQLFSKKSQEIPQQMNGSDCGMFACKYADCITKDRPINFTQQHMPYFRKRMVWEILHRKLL
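Test system: recombinant human SENP1 catalytic domain, His6-tagged / Medium: pH 8 Tris buffer with EDTA, NaCl, BME, BSA, NP40, catalase / Also added: SUMO1 FRET substrate flanked by Cypet and Ypet, 25 nM / Times: 50 min reaction at room temperature / Signal: FRET, CFP and YFP emission / Control set: no-enzyme low control and enzyme-plus-DMSO high control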
NR3A LBD binder – NR3A (human) ligand-binding domain modulation. NR3A LBD differential scanning fluorimetry, Tm shift; 0% = protein alone, 100% = glycine-bound protein. Tm shift relative to glycine control, % at 25 µM. 340,000 compounds, 2.5% hits. AID 1259313;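 active means melting temperature shift of at least 10% of the positive control shift, at one fixed dose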
SENP6 block – blocks the human protease SENP6 | Recombinant SENP6 catalytic domain, aminoluciferin luminescence | inhibition, % at 10 µM | AID 2599 | 330,000 compounds, 1.8% hits;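 active means inhibition above about 50% at the single tested dose, limit read from the data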;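 further: plate controls were DMSO wells with enzyme for no effect and DMSO wells lacking enzyme for full effect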
Target sequence (Q9GZR1 628-1112 limits assumed): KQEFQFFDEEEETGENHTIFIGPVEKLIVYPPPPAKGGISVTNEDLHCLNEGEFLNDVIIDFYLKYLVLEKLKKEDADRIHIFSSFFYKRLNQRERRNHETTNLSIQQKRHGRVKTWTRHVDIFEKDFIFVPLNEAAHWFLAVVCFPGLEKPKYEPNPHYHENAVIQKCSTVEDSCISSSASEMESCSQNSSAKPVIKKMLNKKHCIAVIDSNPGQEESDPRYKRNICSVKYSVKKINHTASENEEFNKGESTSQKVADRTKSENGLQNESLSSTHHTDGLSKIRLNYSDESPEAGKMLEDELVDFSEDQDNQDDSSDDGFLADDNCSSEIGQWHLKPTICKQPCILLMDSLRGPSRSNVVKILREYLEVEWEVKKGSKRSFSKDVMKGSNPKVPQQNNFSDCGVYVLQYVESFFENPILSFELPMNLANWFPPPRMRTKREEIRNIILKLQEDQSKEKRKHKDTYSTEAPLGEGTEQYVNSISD
MPTP block – inhibitors of mitochondrial permeability transition pore; isolated mouse mitochondria, Ca2+ swelling absorbance, 30 min; inhibition, % at 10 µM; 360,000 compounds, 1.4% hits;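 active means inhibition of 50% or more, scaled per plate between neutral and stimulator controls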;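 further: 0% = DMSO wells given calcium and 100% = 1 mM EGTA wells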
SENP8 inh – inhibitors of human SENP8 protease; Q96LD8; recombinant SENP8, Nedd8 substrate fluorescence; inhibition, % at 20 µM; 360,000 compounds, 0.64% hits; AID 602440; in the data active means inhibition mostly above about 40%, no sharp cut-off; inactive means mostly below about 27%
Target sequence (Q96LD8 whole entry, looked up): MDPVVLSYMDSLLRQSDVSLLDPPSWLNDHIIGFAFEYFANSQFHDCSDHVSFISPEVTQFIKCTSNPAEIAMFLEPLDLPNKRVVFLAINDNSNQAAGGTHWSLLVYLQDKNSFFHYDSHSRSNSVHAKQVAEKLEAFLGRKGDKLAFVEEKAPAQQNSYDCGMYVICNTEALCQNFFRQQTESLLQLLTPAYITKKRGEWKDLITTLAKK
ATG4B inhibitor – inhibitors of human ATG4B cysteine protease; Q9Y4P1; ATG4B cleavage of LC3-PLA2, NBD-HPC fluorescence, 1 h; inhibition, % at 8.33 µM; 340,000 compounds, 0.51% hits; in the data active means inhibition above about 40%
Starred values were filed as active, the others as inactive; . = no result given.

molecule	PfGluPho inh	hIAP act	SENP1 inh	NR3A LBD binder	SENP6 block	MPTP block	SENP8 inh	ATG4B inhibitor
CC(=O)Nc1ccc(S(=O)(=O)N2CCN(C(=O)Cc3ccccc3)CC2)cc1	-6	0.99	-1	2	-10	1.2	13	-6
O=C(Nc1cccc(Cl)c1)N(Cc1nc2ccccc2c(=O)[nH]1)C1CCCC1	7	1.1	-7	-7	0	17	-6	-9
Cn1c(NCc2ccco2)nc2c1c(=O)n(Cc1ccc(Br)cc1)c(=O)n2C	9	0.98	-2	-17	2	2.4	12	-15
COC(=O)/C(=C/c1ccc(F)cc1)NC(C)=O	-25	1	4	-1	-4	-0.8	16	-6
COC(=O)C1=C(O)/C(=C\c2ccc(CNC(=O)C(=O)Nc3ccc(C)cc3)o2)N=C1C	10	0.89	-13	-2	-4	4.7	-42	2
O=[N+]([O-])c1ccc(CS(=O)(=O)c2ncn[nH]2)cc1	3	1.2	5	1	-33	-0.5	6	1
COC(=O)C1=C(C)N(c2ccc(OC)cc2)C(C)=C(C(=O)OC)C1c1ccccc1	7	1.1	-1	1	-16	1.6	-23	-7
Cn1ncc(Cl)c1C(=O)Nc1sc2c(c1C(N)=O)CCC2	-6	0.97	-28	-2	-16	0.7	-37	17
O=C(NCC1CCCO1)c1ccc(S(=O)(=O)N2CCC(c3nc4ccc(Cl)cc4[nH]3)CC2)cc1 (configuration not stated)	12	1.2	2	-37	6	-1.7	17	-22
C[C@@H]1CN([C@@H](C)CO)C(=O)c2cc(Br)cnc2O[C@@H]1CN(C)Cc1ccc(Oc2ccccc2)cc1	12	.	0	.	.	-1.7	11	.
Cc1ccnc2ccc(SC(F)(F)F)cc12	4	1.3	0	2	-7	5.4	8	-10
Cc1cccc(C)c1NC(=O)CN(C)C(=O)CC1CC2CCC1C2 (configuration not stated)	0	0.93	1	1	-1	-1.0	4	-5
Oc1ccc(-c2csc(Nc3ccccn3)n2)cc1	13	0.96	2	31*	85*	0.4	2	-9
O=C(CNC(=O)c1ccc(Br)cc1)Nc1ccc2c(c1)CCC2	-5	0.92	-1	-1	-4	0.8	3	0
O=C(C[n+]1ccc(C(=O)c2ccccc2)cc1)Nc1ccc(C(F)(F)F)cc1	5	0.89	-9	-1	23	45	12	3
Cc1ccc(NC(=O)CSc2nnc(CCC(=O)O)c(=O)[nH]2)cc1	-9	1	-4	0	3	0.3	5	-1
CCSc1ncc(/C=N/Nc2ccccc2)n1C	-3	1.2	-2	-2	-10	-0.2	-28	0
COc1ccc(CC(=O)Nc2ccccc2NC(=O)c2ccco2)cc1OC	-7	1.6	-2	-1	-6	2.5	10	-2
CC1(C)Cc2cccc(C(=O)NC3CCN(Cc4ccccc4)CC3)c2O1	7	1.1	-1	-1	4	0.9	13	21
O=C(N/N=C/c1ccc(O)cc1)c1cccc(C(F)(F)F)c1	12	1	3	10	-8	0.9	-16	-8
COc1cccc(-c2c(C(=O)N/N=C/c3sccc3C)nnn2-c2nonc2N)c1	91*	1.2	1	0	-2	-1.0	-33	-15
Cc1nc2ncnn2c(N2CCN(C(=O)c3cccc(F)c3)CC2)c1Cc1ccccc1	-11	0.72	-2	3	6	-1.6	13	-4
CNC(=S)NNC(=O)COc1ccccc1C	10	1.4	0	-4	11	-0.1	10	4
C[C@@H]1CN([C@@H](C)CO)C(=O)c2cc(NC(=O)Nc3ccccc3)ccc2O[C@@H](C)CCCCO[C@H]1CN(C)C(=O)Nc1ccc(C(F)(F)F)cc1	16	.	1	.	.	-1.2	10	.
Cc1ccc(CNS(=O)(=O)c2ccc(CN3C(=O)c4cccnc4C3=O)cc2)o1	0	0.97	2	0	-11	2.2	13	4
O=C(Nc1nc2c(F)cc(F)cc2s1)C1CCN(C(=O)c2ccc(F)cc2)CC1	10	0.94	-14	.	3	-0.4	-5	-1
CCc1nc(Nc2ccc3nccnc3c2)c2oc3ccccc3c2n1	-15	1.2	-23	-14	-11	2.7	-272	-25
CCCn1nnnc1NCc1cc(Br)ccc1OC	0	1.2	1	0	-12	-0.6	3	2
CC1(C)CC(=O)C(=Cc2cn(-c3ccccc3)nc2-c2ccc(Cl)cc2)C(=O)C1	19	0.96	0	-1	4	-8.5	36	-4
CCOC(=O)[C@H]1[C@H]2COc3cc(OC)ccc3[C@@H]2N2C(=O)CN(Cc3ccc(OC)cc3)C(=O)[C@@]12C	-23	0.95	-1	-1	6	0.2	-2	-4
CC(=O)N(C(C)=O)c1ccc2c(c1)OCCO2	1	.	3	.	.	-1.1	11	.
CCOC(=O)[C@@H]1[C@H]2COc3ccc(Br)cc3[C@H]2N2C(=O)N(c3ccc(Cl)cc3)C(=O)[C@@]12C	10	1.1	.	0	-4	.	.	-4
Nc1nc(-c2ccc3c(c2)OCCO3)c(CC(=O)O)s1	9	1.1	-6	0	-11	-1.6	-86	-4
CC(=O)N1c2ccccc2CCc2ccc(N)cc21	3	1.2	0	1	-12	-0.6	10	-2
COC(=O)c1cc2c(C(F)(F)F)nn(C)c2s1	-18	1	-2	0	-14	2.7	2	-3
O=[N+]([O-])c1ccc2c(c1Nc1ccccc1)=NC1(CCCCC1)N=2	29	1.1	4	1	12	4.2	45*	-7
O=C1c2cccnc2C(=O)N1Cc1ccc(S(=O)(=O)N2CCOc3ccccc32)cc1	-1	0.92	0	-6	9	-2.2	15	-8
CCCN1C2CCCC1CC(NC(=S)NCCCOCC)C2 (configuration not stated)	-9	0.93	-2	-1	-11	3.1	5	7
CC(NC(=O)CN(Cc1ccccc1)S(=O)(=O)c1ccccc1)c1cccnc1 (configuration not stated)	-13	0.81	-3	1	8	-0.8	11	0
CC1(C)COC(c2cccn2Cc2ccccc2Cl)=N1	13	0.8	-1	3	-6	-1.4	21	-7

Next part; the last 2 above are carried over.
molecule	PfGluPho inh	hIAP act	SENP1 inh	NR3A LBD binder	SENP6 block	MPTP block	SENP8 inh	ATG4B inhibitor
CC(NC(=O)CN(Cc1ccccc1)S(=O)(=O)c1ccccc1)c1cccnc1 (configuration not stated)	-13	0.81	-3	1	8	-0.8	11	0
CC1(C)COC(c2cccn2Cc2ccccc2Cl)=N1	13	0.8	-1	3	-6	-1.4	21	-7
O=C1C2CCCN2C(c2cccc(Br)c2)N1c1ccc(F)cc1 (configuration not stated)	5	1.1	-39	-1	-7	-0.7	-2	-3
COc1cc(C)c(S(=O)(=O)n2c([N+](=O)[O-])cnc2C)cc1C	1	1.1	2	0	11	-0.9	7	-11
CC(C)N(C)C(=O)c1ccc(OC2CCN(CCc3ccccc3)CC2)cc1	3	1	1	-1	1	1.5	19	7
NNC(=O)[C@H]1C[C@@H]1c1ccccc1	-4	0.89	3	0	8	0.3	7	3
CC(C)(C)OC(=O)N1CCN(C(=O)Nc2ccc3c(c2)OCCO3)CC1	2	1.4	2	0	-2	0.9	9	-9
Cc1ccc(CN2CCN(C(=O)C3CCC3)CC2)cc1	-13	1.1	1	2	-8	-2.8	10	13
CCCCNC(=O)c1cccnc1SCC(=O)Nc1ccccc1OC	-1	0.9	4	-9	-5	-0.4	19	-7
Cc1ccc(N(CC(=O)NCc2ccc(F)cc2)S(=O)(=O)c2cccs2)cc1	11	1.1	-1	0	2	1.5	4	14
CCn1c2ccccc2c2cc(NC(=S)N3CCOCC3)ccc21	31	1.1	2	-3	-22	-2.7	-84	-5
Cc1ccccc1CC(=O)Nc1ccc2c(c1)CCC2	0	0.9	3	-1	-5	0.3	18	-4
C=CCc1c(C)nc(C)nc1N/N=C/c1ccc(N(C)C)cc1	26	1	-7	-3	2	0.7	-406	-10
COc1cc2c(cc1OC)-c1cc(Nc3ccc4c(c3)OCCO4)nc(=O)n1CC2	-9	1.1	-58	-2	4	0.7	-232	-24
CCN(CC)S(=O)(=O)c1cc(C(=O)Nc2cc(C)[nH]n2)ccc1Cl	-1	1.3	-2	-1	-23	0.5	8	3
Nn1c(CN2CCCCC2)nc2ccccc2c1=O	2	0.88	0	2	-7	1.0	7	-7
CS(=O)(=O)Nc1ccc(C(=O)NCC2CCCO2)cc1 (configuration not stated)	-9	0.9	3	1	-12	-1.8	18	0
CCS(=O)(=O)N1CCC(C(=O)N2CCN(Cc3ccccc3)CC2)CC1	-11	0.98	2	1	-13	-1.6	4	4
COc1ccc(NC(=O)CNC(=O)CC23CC4CC(CC(C4)C2)C3)c(OC)c1	15	0.89	3	4	-6	-0.6	-4	0
Cc1nn(-c2ccccc2)c2nc(Cl)c(C(=O)O)cc12	-1	1	-1	0	4	0.4	-244	4
COc1cc(/C=C2\SC(=S)N(CCC(=O)NCCc3ccccc3)C2=O)cc(OC)c1OC	8	0.91	35*	3	-8	1.2	23	-1
COc1ccc(OCc2cc(C(=O)N3CCCC(OC)C3)no2)c2ccccc12 (configuration not stated)	21	1.2	1	1	0	0.1	-3	-7
CCOC(=O)C(CC(=O)c1ccccc1)CC(=O)c1ccccc1	-5	0.98	0	0	-5	1.6	2	5
COc1cc(S(=O)(=O)N(Cc2ccccn2)Cc2ccco2)ccc1-n1cnnn1	1	1.1	-1	1	7	2.3	-2	-2
Nc1nonc1C(=O)NCCN=Cc1cc(Cc2ccccc2)cc(Br)c1O	11	0.92	-35	2	36	64*	11	86*
O=c1cc(CO)occ1OCc1c(F)cccc1Cl	-6	1	1	1	10	-4.1	11	7
O=C1Cc2cc(NS(=O)(=O)c3ccc([N+](=O)[O-])cc3)cc3c2N1CCC3	-16	1.1	2	2	-1	-1.0	19	-18
CCCC1C(c2ccco2)NC(c2ccco2)CC1(C)O (configuration not stated)	-6	0.92	-23	0	-5	78*	-212	0
COC(=O)c1cc(NC(=O)COC(=O)CN2C(=O)C3CC=CCC3C2=O)cc(C(=O)OC)c1 (configuration not stated)	-3	1.2	1	1	-13	-0.2	11	-6
CC1CCN(S(=O)(=O)c2cccc(C(=O)Nc3nccs3)c2)CC1	-4	0.73	0	4	-9	-0.8	3	-5
